BAP1 block – inhibitors of human BAP1 deubiquitinase | Q92560 | recombinant BAP1, Ub-AMC hydrolysis fluorescence kinetic; stronger effect = lower value | activity remaining (% of control), % at 20 µM | actives 0.48% (n = 72,000) | AID 436;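 active = activity remaining at or below 50% of control, provided the compound also passes the data quality filters; inactive = the rest, including low values that fail the filters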;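 also: 100% = DMSO wells rate and 0% = substrate alone blank rate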
Target sequence (Q92560 whole entry, looked up): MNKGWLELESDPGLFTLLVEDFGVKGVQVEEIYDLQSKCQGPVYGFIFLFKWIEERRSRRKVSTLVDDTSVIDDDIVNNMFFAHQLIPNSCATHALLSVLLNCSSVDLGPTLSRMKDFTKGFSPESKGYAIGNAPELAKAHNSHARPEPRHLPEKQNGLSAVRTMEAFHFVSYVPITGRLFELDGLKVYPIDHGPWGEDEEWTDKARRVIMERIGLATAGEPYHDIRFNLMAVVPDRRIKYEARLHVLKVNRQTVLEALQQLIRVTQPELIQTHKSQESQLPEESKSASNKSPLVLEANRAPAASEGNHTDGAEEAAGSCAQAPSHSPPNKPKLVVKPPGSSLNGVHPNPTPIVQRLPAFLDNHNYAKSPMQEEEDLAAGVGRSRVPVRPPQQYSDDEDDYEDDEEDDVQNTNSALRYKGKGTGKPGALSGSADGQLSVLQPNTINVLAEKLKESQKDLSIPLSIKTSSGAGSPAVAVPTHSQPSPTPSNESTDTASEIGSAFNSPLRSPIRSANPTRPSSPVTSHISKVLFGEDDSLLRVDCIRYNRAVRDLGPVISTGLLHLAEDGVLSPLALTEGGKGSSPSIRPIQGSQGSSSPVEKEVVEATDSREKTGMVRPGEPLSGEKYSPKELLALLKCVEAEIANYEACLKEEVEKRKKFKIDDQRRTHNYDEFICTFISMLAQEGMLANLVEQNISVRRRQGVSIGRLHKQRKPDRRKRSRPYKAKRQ
HePTP inh – inhibitors of human HePTP phosphatase. AID 521. inhibition, % at 20 µM. actives 0.64% (n = 110,000). recombinant HePTP phosphatase activity, OD absorbance; in the data active = inhibition above about 50%;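 also: plate controls were vehicle for no effect and reference inhibitor for full effect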
Target sequence (P35236 whole entry, looked up): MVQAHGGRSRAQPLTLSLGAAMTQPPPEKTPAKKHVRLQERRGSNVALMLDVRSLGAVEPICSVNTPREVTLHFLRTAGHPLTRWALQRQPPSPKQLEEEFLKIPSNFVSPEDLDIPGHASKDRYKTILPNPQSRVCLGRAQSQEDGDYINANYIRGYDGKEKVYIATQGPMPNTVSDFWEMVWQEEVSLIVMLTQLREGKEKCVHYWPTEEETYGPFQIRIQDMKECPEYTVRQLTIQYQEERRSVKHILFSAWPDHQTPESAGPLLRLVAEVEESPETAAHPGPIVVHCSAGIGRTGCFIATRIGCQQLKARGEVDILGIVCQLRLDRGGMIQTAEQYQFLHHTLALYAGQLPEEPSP
An asterisk follows results filed as active; . = not tested or not shown; & = joins results of further samples. Random draw from the library. Share with any hit: about 0.95%.

SMILES | BAP1 block | HePTP inh
OC(CN1CCN(C2c3ccccc3-c3ccccc32)CC1)Cn1c2ccccc2c2ccccc21 (stereo not given) | 88 | .
CCCNCC(O)COc1ccccc1C(=O)CCc1ccccc1 (stereo not given) | 126&93 | 13
CC(=O)OC(Cn1ccnc1)c1ccccc1 (stereo not given) | 94 | -7
COCCCNC(=O)CC(=O)N/N=C/c1cccc(OC)c1OC | . | 7
Cc1ccc(/C(O)=C2\C(=O)C(=O)N(c3ccc(O)cc3)C2c2ccc(F)cc2)cc1 (stereo not given) | . | 9
O=C(Nc1nnc(SCc2ccc(F)cc2)s1)c1ccccc1Br | . | -16
CC(=O)Nc1nc(-c2ccc(C)c(C)c2)cs1 | . | 1
CC1CCCCN1C(=O)COc1ccc(NC(=O)c2ccco2)cc1 (stereo not given) | 133 | 4
O=C(Nc1ccc(Cl)c(Cl)c1)Nc1nnc(-c2ccccc2I)s1 | . | 10
CCOc1cc(S(=O)(=O)N2CCOCC2)ccc1F | 117 | 11
CC(=O)N1c2ccccc2C(C)CC12CCCCC2 (stereo not given) | 89 | 8
CCc1ccccc1N(CC(=O)Nc1ccccc1Cl)S(C)(=O)=O | . | 10
Cc1cc(=O)c2n(Cc3ccccc3Cl)nc[n+]2[nH]1 | 104 | 7
Cc1ccccc1NC(=O)c1cnccn1 | . | 11
C=CCN1C(=O)/C(=C\c2ccc(Br)c([N+](=O)[O-])c2)SC1=S | . | 3
COc1ccc(OCC(=O)N2CCN(C(=O)c3cccc4ccccc34)CC2)cc1 | 95 | 1

Overlap with the part before: 2 entries, then new ones.
SMILES | BAP1 block | HePTP inh
C=CCN1C(=O)/C(=C\c2ccc(Br)c([N+](=O)[O-])c2)SC1=S | . | 3
COc1ccc(OCC(=O)N2CCN(C(=O)c3cccc4ccccc34)CC2)cc1 | 95 | 1
COc1ccc(C(=O)NCc2ccccn2)cc1[N+](=O)[O-] | . | 2
Cc1ccc(NC(=O)C2CC(=O)N(c3ccc(Br)cc3)C2)cc1Cl (stereo not given) | . | 6
COc1ccc(C(=O)N2CCN(C(=O)c3ccco3)CC2)cc1OC | 112 | 11&7
O=c1[nH]c(=S)c2c(n1-c1ccccc1)CCC2 | . | 11
O=c1c2ccccc2nnn1CSc1nnc(-c2ccc3c(c2)OCO3)o1 | 95 | 0
C=C(C)COc1ccc2oc(C)c(C(=O)OCC)c2c1 | . | 2
CCn1c(SCC(=O)N2c3ccccc3CCc3ccccc32)nc2c1c(=O)n(C)c(=O)n2C | 54 | 1
Cc1cc(-n2cc(Br)c(=O)[nH]c2=O)nc(-c2ccccc2)n1 | . | 9
Cn1c(=O)c2cc(S(=O)(=O)NCCC(=O)Nc3ccccc3F)ccc2n(C)c1=O | 97 | -6
O=C(Nc1ccccc1[N+](=O)[O-])c1ccccc1O | 86 | .
CC1CCCCN1S(=O)(=O)c1ccc2c(c1)oc(=O)n2CC(=O)O (stereo not given) | 81 | -4
Cc1cc2nc(-c3cccc(NC(=O)c4ccc(Br)o4)c3)oc2cc1C | . | -10
Cc1ccccc1C(=O)Nc1ccccc1C(=O)Nc1ccc(C(=O)O)cc1 | . | -3
O=C(CSc1nnc(-c2cccnc2)n1-c1ccccc1)Nc1ccccn1 | 116 | -5
COCCn1c(SCC#N)nnc1-c1ccc2c(c1)OCO2 | 100 | 12
CCC(C)c1ccc(O)c(NC(=O)c2ncn[nH]2)c1 (stereo not given) | 108 | -8

Nothing new here: 6 of the compounds above.
SMILES | BAP1 block | HePTP inh
CC1CCCCN1S(=O)(=O)c1ccc2c(c1)oc(=O)n2CC(=O)O (stereo not given) | 81 | -4
Cc1cc2nc(-c3cccc(NC(=O)c4ccc(Br)o4)c3)oc2cc1C | . | -10
Cc1ccccc1C(=O)Nc1ccccc1C(=O)Nc1ccc(C(=O)O)cc1 | . | -3
O=C(CSc1nnc(-c2cccnc2)n1-c1ccccc1)Nc1ccccn1 | 116 | -5
COCCn1c(SCC#N)nnc1-c1ccc2c(c1)OCO2 | 100 | 12
CCC(C)c1ccc(O)c(NC(=O)c2ncn[nH]2)c1 (stereo not given) | 108 | -8

The listing continues:
SMILES | BAP1 block | HePTP inh
CN1C(=O)C(=Cc2cn(CC(=O)Nc3ccccc3)c3ccccc23)C(=O)N(C)C1=O | . | -3
O=C(NCc1ccco1)C1CC(=O)N(c2ccc(O)cc2)C1 (stereo not given) | 78 | 6
NC(=O)c1ccc(NC(=O)c2cc3ccccc3o2)cc1 | . | 4
O=C(Cc1ccc(Cl)cc1)NCc1ccccn1 | . | 8
CCOC(=O)CCN1C(=O)/C(=C\c2cc(OC)c(OC)c(OC)c2)SC1=S | . | -4
COC(=O)c1ccc(C(=O)OC)c(N)c1 | 118 | 4
COc1ccc(NC(=O)C2CC(C)=C(C)CC2C(=O)O)cc1 (stereo not given) | . | 0
CCC(Oc1ccccc1)C(=O)Nc1cc(Cl)ccc1C (stereo not given) | . | 2
Cc1cccc(OCC(O)CN2C(=O)NC(C)(C)C2=O)c1 (stereo not given) | . | 104*
COc1ccccc1S(=O)Cc1ccc(C(=O)NCc2ccccc2Cl)o1 (stereo not given) | 95 | 8
Cc1n[nH]c(=O)nc1N1CCc2ccccc2C1 | 107 | 5
CN(C)CC(=O)c1ccc(-c2ccccc2)cc1 | 95 | 10
Cc1ccc(-c2nc(-c3ccccn3)no2)cc1Cl | 97 | 0
CCn1c(=O)c(C(=O)Nc2nc3ccccc3[nH]2)c(O)c2ccccc21 | 50 | 13
COc1ccc(CCNC(=O)CSc2nc3c(c(=O)n(C)c(=O)n3C)n2C(C)C)cc1OC | 99 | -9
COc1cc(OC)cc(C(=O)NC2CCCCCCC2)c1 | . | 12
CC(C)Nc1nc(-c2ccc(Cl)cc2Cl)nc2ccccc12 | . | 7
COc1ccc2c(c1)Sc1ccccc1N2CCN(C)C | 96 | 3
CCSC(C)CC1C/C(=N/O)c2c(CC)noc2C1 (stereo not given) | 98 | -4&2
COc1ccc(C)cc1NCc1cccc(OC)c1OC | 98 | 2
Cc1ccc(NCC(=O)N/N=C\c2ccc(OC(=O)c3ccccc3Cl)cc2)cc1 | . | -17
CCOC(=O)c1ccc(NC(=O)CN(c2cc(OC)ccc2OC)S(C)(=O)=O)cc1 | . | 4
Cc1ccc(-c2nc(NC(=O)CSc3nnc4scc(-c5ccccc5)n34)ns2)cc1 | 85 | 21
Cc1ccc(N2C(=O)C3C4C=CC(CC4)C3C2=O)c([N+](=O)[O-])c1 (stereo not given) | . | -8

Some of the entries so far, with the structure last:
BAP1 block	HePTP inh	SMILES
98	-4&2	CCSC(C)CC1C/C(=N/O)c2c(CC)noc2C1 (stereo not given)
.	-8	Cc1ccc(N2C(=O)C3C4C=CC(CC4)C3C2=O)c([N+](=O)[O-])c1 (stereo not given)

The list goes on.
SMILES | BAP1 block | HePTP inh
O=C(Nc1nc(-c2cccc([N+](=O)[O-])c2)cs1)c1ccccc1Br | 119 | .
CCCN(Cc1ccccc1)C(=O)Nc1ccc2c(c1)nnn2C | 81 | -11
COC(=O)Cc1[nH]nc2c1C(c1c[nH]c3ccccc13)C(C#N)=C(N)O2 (stereo not given) | 72 | 3
Cc1ccccc1SCCNC(=O)c1ccccc1I | . | -10
Cc1ccc(S(=O)(=O)N2CCN(c3ccc([N+](=O)[O-])c(NCc4ccccc4)c3)CC2)cc1 | . | 2
CC1(C)Oc2ccc3ccc(=O)oc3c2-c2cnoc21 | 99 | 0
CC(CCCC(C)(C)O)CC1OCCO1 (stereo not given) | . | 7
OC(CN1CCOCC1)CN1CCOCC1 | 96 | 6
Cn1c(=O)c2c(nc(SCCCO)n2Cc2ccccc2Cl)n(C)c1=O | 97 | 0
COc1cc(CNC2C3CC4CC(C3)CC2C4)c([N+](=O)[O-])cc1OC (stereo not given) | . | 5
Cc1cc(OCC(=O)NCc2ccc(F)cc2)cc(C)c1Cl | . | -10
O=S(=O)(Nc1ccc2oc(-c3ccccc3F)nc2c1)c1ccccc1 | . | -1
Clc1ccc(OCc2nnc3n2N=C(c2ccc4c(c2)OCCO4)CS3)c(Cl)c1 | 77 | 3
COc1ccc(-c2cc(C(=O)NCc3ccc(C)cc3)c3ccccc3n2)cc1 | . | 5
CC(C(=O)NC1=NCCS1)N1C(=O)C2CC=CCC2C1=O (stereo not given) | 95 | 3
CCOP(=O)(c1ccc(N(C)C)cc1)C(O)c1cc(OC)c(OC)c(OC)c1 (stereo not given) | 96 | 1
CCOc1cccc(C(=O)Nc2cccc(-c3nc4ncccc4o3)c2C)c1 | 83 | 14
Cc1cccc(C(=O)Nc2sc3c(c2C(=O)O)CCC3)c1 | . | 6
COC(=O)COc1ccc(/C=C2\C(=O)NC(=S)N(c3ccc(C(C)C)cc3)C2=O)cc1OC | . | 5
CC(C)Oc1ccccc1NC(=O)CSCC(=O)Nc1ccc2ccccc2c1 | . | 4
CC(=O)c1cccc(NC2c3ccccc3C(=O)N2Cc2ccc3c(c2)OCO3)c1 (stereo not given) | 94 | 6
COCCCn1c(=NC(=O)c2ccncc2)c(C#N)cc2c(=O)n3cccc(C)c3nc21 | 167 | 13
N#C/C(=C/c1ccc(I)o1)c1ccc(Cl)cc1 | . | 1
CC(=O)N1CCN(c2ccc(NCc3ccc(C(C)C)cc3)cc2)CC1 | 103 | 5

Ordered by molecular weight (high to low): three of the compounds above.
SMILES | BAP1 block | HePTP inh
COC(=O)COc1ccc(/C=C2\C(=O)NC(=S)N(c3ccc(C(C)C)cc3)C2=O)cc1OC | . | 5
N#C/C(=C/c1ccc(I)o1)c1ccc(Cl)cc1 | . | 1
Cc1cccc(C(=O)Nc2sc3c(c2C(=O)O)CCC3)c1 | . | 6

Going on with the list:
SMILES | BAP1 block | HePTP inh
CC1CCN(S(=O)(=O)c2cccc3ccccc23)CC1 | . | -9
COc1cc2c(cc1OC)-c1nnc(C)n1C1(CCCC1)C2 | 91 | 10&-12
O=C(Nc1cccc2c1C(=O)c1ccccc1C2=O)c1ccc(S(=O)(=O)N2CCc3ccccc3C2)cc1 | 149 | .
COC(=O)c1ccc(C(=O)OC)c(NC(=O)C2CC3CCC2C3)c1 (stereo not given) | . | 8
Cc1ccc(Oc2ccc(OCC(=O)NC(C)C(=O)O)cc2)cc1 (stereo not given) | 116 | 2
Cc1cc(C(F)(F)F)n2ncc(C(=O)O)c2n1 | 107 | 10
CN1CCN(CCCNC(=O)c2ccc(CSCc3cccc(Cl)c3)o2)CC1 | 107 | 4
Cc1cc(C)c(OCC(O)CNC(C)(C)CC(C)(C)C)c(C)c1 (stereo not given) | 287 | .
c1ccc(CCCN2CCN(Cc3cccnc3)CC2)cc1 | . | 2
COC(=O)c1ccc(C2c3c(oc4cc(C)c(C)cc4c3=O)C(=O)N2CCCN(C)C)cc1 (stereo not given) | 80 | -7
Cn1c(/C=N/Nc2nc3ccccc3[nH]2)nc2ccccc21 | . | 3
Cc1[nH]c(=O)[nH]c(=O)c1S(=O)(=O)N1CCCC(C(=O)N2CCN(c3ccccc3Cl)CC2)C1 (stereo not given) | 96 | 7
CN(Cc1ccccc1)c1nc2c(c(=O)n(C)c(=O)n2C)n1CCCc1ccccc1 | 93 | -2
CCCc1ncc(C(O)c2ccc(OC)c(OC)c2)n1C (stereo not given) | . | -5
CCOC(=O)CNC(=O)Cn1cnc2c(nnn2-c2cccc(Cl)c2)c1=O | 92 | -7
CCOc1ccc(S(=O)(=O)N(CC(N)=O)c2ccc(C)cc2)cc1 | 90 | 4&2
Cc1nc2sccn2c(=O)c1CCN1CCC(=C(c2ccccc2)c2ccc(F)cc2)CC1 | 142 | 14
COCC(=O)Nc1nnc(CCc2ccccc2)s1 | 104 | 7
CC1CCN(C(=O)C(Cc2ccccc2)n2cccc2)CC1 (stereo not given) | 97 | -5
Cc1nn(CC(=O)NCc2ccccc2)c(=O)c2ccccc12 | . | 2&0
CS(=O)(=O)N(CC(=O)Nc1cccc2ccccc12)c1ccc(Cl)cc1 | . | 6
O=C(COc1ccc([N+](=O)[O-])cc1)Nc1ccc2oc(-c3ccccc3F)nc2c1 | . | -6
CCC(Oc1ccc(Br)cc1)C(=O)NN (stereo not given) | . | -6
C/C(N)=C(/C#N)C(=O)COC(=O)c1ccncc1 | 99 | 8
Cn1c(SC(c2ccccc2)c2ccccc2)nc2ccccc21 | . | -15
Cc1sc2ncnc(Nc3cccc(Cl)c3)c2c1C | . | 2
O=C(Nc1cccc(C(F)(F)F)c1)C1C2C3CCC(C3)C12 (stereo not given) | . | 10
O=C(CN(Cc1ccco1)C(=O)CNS(=O)(=O)c1ccc(Cl)cc1)NC1CCCCC1 | 93 | 11
O=C(Nc1ccc(-c2nc3ccccc3o2)c(O)c1)c1ccc(-c2cccc([N+](=O)[O-])c2)o1 | . | 15
COc1ccc(C2C(C(N)=O)=C(C)Nc3ncnn32)cc1 (stereo not given) | 91 | 6
COc1ccc(NC(=O)c2cccc(F)c2)cc1OC | . | 10
CC1=C(C#N)C(c2cccc(Cl)c2Cl)C2=C(CC(C)(C)CC2=O)N1 (stereo not given) | . | 4
COC(=O)c1c(C(C)=O)cnc2ccc(Br)cc12 | 93 | 0
O=[N+]([O-])c1ccccc1S(=O)(=O)Nc1ccc(S(=O)(=O)N2CCOCC2)cc1 | . | -1
CCN(CC)C(=O)C12CC3CC(C1)C(=O)C(C3)C2 | . | -3
Cc1ccc(Cn2c(SCC(=O)c3ccccc3)nc3c2c(=O)[nH]c(=O)n3C)cc1 | 79 | .
CC1=C(C(=O)OC2CCCCCCC2)C(c2ccc(O)cc2)NC(=O)N1 (stereo not given) | 104 | 9
O=C(CSc1nnc(-c2cccnc2)n1Cc1ccco1)c1ccccc1 | 108 | 9
CCOC(=O)C1CCCN(C(=O)CS(=O)(=O)Cc2ccccc2)C1 (stereo not given) | 81 | -4
CCn1c(SCc2nc3ccccc3[nH]2)nnc1-c1ccncc1 | 90 | 8
O=C(NCCN1CCCCC1)c1cc2ccccc2o1 | . | -9
Cc1ccc(N(CCCCN2C(=O)c3ccccc3C2=O)C(=O)c2ccc([N+](=O)[O-])cc2)cc1 | 115 | .
S=C(NCc1ccco1)NC1CCCC1 | . | -16
O=C(NC1CCCCC1)c1sc(=S)n2c1[nH]c(=O)c1ccccc12 | 67 | 0
